Source: PubChem BioAssay (several laboratories)
Vif inh: HIV Vif self-association inhibitors, primary screen, imaging, HEK293T, single point | HEK293T cells, Vif self-association by quenched fluorescence, 24 h | inhibition, % at 7.49 µM | 340,000 tested, 0.35% active; in the data active means inhibition above about 50%, passing the limit was not always enough; further: some results filed as inactive read as strong as hits
H9c2 protect: cardioprotection against H2O2-induced cell death, primary screen, uHTS, H9c2 cells, ATPLite luminescence. protection from H2O2 cell death, % at 20 µM. H9c2 cardiomyocytes, H2O2 injury protection, 2 h. 360,000 tested, 0.63% active;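 active means compounds giving at least 50% protection of heart cells from peroxide-induced death in the single-dose screen, raw or plate-pattern-corrected value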;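 further: 0% = DMSO wells with peroxide and 100% = DMSO wells without peroxide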
ABCB6 inh 2: ABCB6 transporter inhibitors, primary screen, K562-ABCB6 cells, flow cytometry, MLPCN library. 360,000 tested, 0.19% active. fluorescence ratio to DMSO, % at 10 µM. ATP-binding cassette sub-family B member 6 (Homo sapiens), Q9NP58. K562-ABCB6 porphyrin accumulation, 1 h; active compounds read low;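 active means fluorescence ratio to DMSO below 75%, the collection mean minus 3 SD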;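 further: signal is porphyrin accumulated inside mitochondria; 100% equals median channel fluorescence of DMSO control wells; lower ratio means ABCB6 inhibition with less porphyrin fluorescence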
aDG glyco up: activators of alpha-DG glycosylation, primary screen, uHTS, Pro5-aDG cells, AlphaScreen | activation, % at 10 µM | 360,000 tested, 0.22% active | alpha-DG glycosylation AlphaScreen (IIH6); 0% Pro5, 100% B10-LARGE cell signal | AID 624168, 2012;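 active means activation of at least 8% versus controls, or a plate z-score of at least 8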;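 further: Pro5 are CHO cells carrying HIG-tagged alpha-DG that lacks glycosylation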
CaV13 ICDI inh: Disruptors of the CACNA1D IQ motif to Ca2+-dependent inactivation inhibitor domain association, primary screening, Förster resonance energy transfer in intact living …; inhibition, % at 12.3 µM; AID 743397; HEK cells, CFP/YFP FRET ICDI-IQ, plate reader, 10 min; percent FRET-ratio fall versus neutral wells; 340,000 tested, 0.098% active;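 active means mean replicate inhibition of at least 30% and at least 1% of replicates passing that level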;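 further: 0% = median of the neutral control wells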
PDI turbidity: inhibitors of human PDI, primary screen, biochemical, turbidity, single point, plate reader. Protein disulfide-isomerase (Homo sapiens), P07237. PDI insulin aggregation turbidity, A650, 90 min. inhibition, % at 10 µM. 350,000 tested, 0.052% active. AID 588391, 2011;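 active means mean inhibition across replicates of 30% or more, whatever share of single replicates reach that level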;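 further: absorbance from insulin aggregation driven by PDI reduction with DTT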
HTR2A ag: mouse Htr2a agonists via beta-arrestin recruitment, primary screen, cell-based, luminescence; CHO-K1 mHTR2A beta-arrestin complementation; percent of 30 µM serotonin response; activation, % at 7.6 µM; 360,000 tested, 0.66% active; AID 624169, 2012;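 active means activation above a run cutoff, the mean activation of all tested compounds plus 3 SD, cut at about 14% in these data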;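 further: 0% = plate median of compound wells and 100% = 30 µM serotonin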
Target sequence (P35363 whole entry, looked up): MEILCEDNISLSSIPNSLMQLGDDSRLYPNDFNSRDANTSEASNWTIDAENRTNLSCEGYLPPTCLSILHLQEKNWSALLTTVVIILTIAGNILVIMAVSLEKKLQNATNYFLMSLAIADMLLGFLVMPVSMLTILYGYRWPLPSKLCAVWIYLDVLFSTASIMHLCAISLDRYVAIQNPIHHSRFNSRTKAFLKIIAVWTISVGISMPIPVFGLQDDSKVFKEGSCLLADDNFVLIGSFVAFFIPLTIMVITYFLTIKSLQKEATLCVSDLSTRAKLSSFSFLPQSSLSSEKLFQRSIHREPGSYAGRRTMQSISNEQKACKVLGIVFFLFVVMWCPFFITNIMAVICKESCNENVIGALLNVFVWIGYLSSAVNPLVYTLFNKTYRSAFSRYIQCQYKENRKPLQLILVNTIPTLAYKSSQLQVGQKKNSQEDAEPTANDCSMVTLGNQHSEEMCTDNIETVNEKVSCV
N-glyco inh: increase of ERlucT glycosylation luciferase signal, primary screen, N-linked glycosylation inhibitor project, D54 ERlucT cells, luminescence, set 2. D54 ERlucT glycosylation luciferase reporter, 24 h; percent of 100 nM tunicamycin response. reporter increase, % at 12.5 µM. 360,000 tested, 0.23% active;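 active means mean luciferase reporter signal, scaled so untreated is 0 and the glycosylation-blocking control 100, at or above a set limit in every replicate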;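 further: luciferase carries N-glycosylation sites so blocking glycosylation raises the light; 0% = median of neutral control wells and 100% = median of 100 nM tunicamycin wells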
MC4R antag cAMP: MC4R antagonists of cAMP signaling, primary screen, cell-based, TR-FRET, antagonist arm of biased-ligand search; 360,000 tested, 0.48% active; AID 540295, 2011; Melanocortin receptor 4 (Homo sapiens), P32245; inhibition, % at 6.5 µM; MC4R-expressing cells, MTII-stimulated cAMP, LANCE TR-FRET;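 active means inhibition above its plate's cutoff, the mean of tested wells on that plate plus 3 SD, cut at about 29% in these data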;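 further: 0% = Melanotan II alone and 100% = Melanotan II plus saturating MCL0020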
Target sequence (P32245 whole entry, looked up): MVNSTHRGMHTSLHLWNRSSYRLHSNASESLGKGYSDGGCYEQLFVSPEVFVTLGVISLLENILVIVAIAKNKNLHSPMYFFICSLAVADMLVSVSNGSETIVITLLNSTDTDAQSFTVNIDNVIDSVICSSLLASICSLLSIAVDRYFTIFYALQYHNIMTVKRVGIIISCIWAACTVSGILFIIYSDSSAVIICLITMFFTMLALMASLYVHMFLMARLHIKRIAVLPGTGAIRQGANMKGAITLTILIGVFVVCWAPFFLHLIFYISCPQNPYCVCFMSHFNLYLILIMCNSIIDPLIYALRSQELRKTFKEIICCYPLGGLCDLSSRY
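system = U2OS cells with stable human MC4R expression | also added = Melanotan II challenge after compound preincubation | dosing = one concentration, 6.5 µM nominal | incubation = compound 30 min, challenge 1 h, detection 1 h | measured by = TR-FRET with Eu-cAMP and labeled anti-cAMP, 671 nm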
MC4R barr agon: MC4R agonists recruiting beta-arrestin, primary screen, cell-based, luminescence, agonist arm of biased-ligand search | Melanocortin receptor 4 (Homo sapiens), P32245 | U2OS MC4R beta-arrestin complementation; percent of melanotan II response, DMSO zero | activation, % at 8.9 µM | 360,000 tested, 0.98% active;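 active means activation above a per-plate cutoff, the mean activation of sample wells on that plate plus 3 SD, cut at about 8% in these data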
Active calls of the source: *; i = inactive; x = no result given.

item	molecule	PDI turbidity	aDG glyco up	CaV13 ICDI inh	MC4R barr agon	Vif inh
1	O=C(Nc1cc(Cl)ccc1N1CCOCC1)c1cccnc1Cl	1	-0.1	-2	-0.8	2
2	COc1cc(NC(=O)C2CCCO2)c(C(=O)O)cc1OC (stereo unspecified)	-1	-0.1	-6	-3.6	1
3	O=C(Nc1ccc2[nH]c(=O)[nH]c2c1)Nc1ccc(F)cc1F	-5	-0.2	-4	-2.1	4
4	CCCCCc1cc(=O)oc2c(C(CCN3CCCCC3)c3ccc4c(c3)OCO4)c(OC)cc(OC)c12 (stereo unspecified)	4	0.4	-4	2.5	5
5	CN(C)/N=C/c1cc([N+](=O)[O-])ccc1O	2	-0.3	-3	-0.8	-6
6	O=S(=O)(c1ccc2ccccc2c1)N1CCN(C(=S)Nc2ccc(F)cc2)CC1	-3	0.3	-5	6.2	0
7	CCc1nc2c(OCCC3CCCCC3)cccn2c1N(C)C(=O)c1ccccc1F	6	0.3	-15	-1.1	2
8	COc1ccc(N(C(=O)c2ccco2)C(C(=O)NC2CCCCC2)c2ccccc2)cc1 (stereo unspecified)	-9	0.5	1	1.1	i
9	COc1ccc(S(=O)(=O)N2CCC(C(=O)NC3CCCCC3C)CC2)cc1 (stereo unspecified)	4	0.1	-7	0.0	-8
10	Cc1nnc(NC(=O)c2ccccc2-c2ccccc2C(=O)O)s1	4	-0.1	-3	-1.4	-1

item	H9c2 protect	HTR2A ag	N-glyco inh	ABCB6 inh 2	MC4R antag cAMP
1	2	3	0	96	5
2	7	5	1	102	6
3	-4	5	4	101	-3
4	-12	-14	1	99	14
5	-11	-8	-1	100	22
6	-8	-2	0	98	14
7	-10	-8	-2	96	7
8	-2	6	-4	93	9
9	-2	4	-3	97	13
10	1	1	2	95	6

(list continues)
item	molecule	PDI turbidity	aDG glyco up	CaV13 ICDI inh	MC4R barr agon	Vif inh
11	Cc1ccnc(NC(=O)c2ccc(NS(=O)(=O)/C=C/c3ccccc3)cc2)c1	-4	-0.1	-6	1.4	2
12	CCN(c1cccc(C)c1)S(=O)(=O)c1cccc(C(=O)O)c1	2	-0.1	-4	-2.8	2
13	O=C(Nc1ccon1)c1ccc(S(=O)(=O)N2CCCCCC2)cc1	19	0.0	x	-0.8	x
14	CCSc1ccccc1C(=O)n1nnc2ccccc21	-4	-0.3	-9	-1.2	3
15	Cc1noc(C)c1CS(=O)(=O)c1ccc([N+](=O)[O-])cc1	-3	1.0	-4	-0.7	-1
16	COc1ccccc1NS(=O)(=O)c1ccc(Cl)c(NC(=S)NC(=O)C2CCCC2)c1	6	0.0	-7	-1.7	-8
17	C=CCNc1nc(Cl)nc(NCc2ccco2)n1	5	0.1	-4	0.0	9
18	CN1CC[n+]2cnc3ccccc3c21	-3	6.2*	-5	-0.4	14
19	Cc1cc(N/C=C\C(=O)c2ccc(Cl)c(Cl)c2)no1	-2	0.1	x	-1.0	-13
20	CCOC(=O)C(NC(=O)c1ccc(OC)cc1)(Nc1cc(C)on1)C(F)(F)F (stereo unspecified)	9	-0.2	x	-1.0	-2

item	H9c2 protect	HTR2A ag	N-glyco inh	ABCB6 inh 2	MC4R antag cAMP
11	-5	-10	0	95	2
12	0	3	2	100	-3
13	2	3	-1	96	2
14	23	3	11	97	4
15	1	3	1	102	-2
16	-5	-6	-4	86	8
17	2	3	0	99	1
18	0	0	1	89	-3
19	-8	-5	0	97	-5
20	2	1	2	95	6

In another format: entries from further up.
nr	mol	PDI turbidity	aDG glyco up	CaV13 ICDI inh	MC4R barr agon	Vif inh	H9c2 protect	HTR2A ag	N-glyco inh	ABCB6 inh 2	MC4R antag cAMP
5	CN(C)/N=C/c1cc([N+](=O)[O-])ccc1O	2	-0.3	-3	-0.8	-6	-11	-8	-1	100	22
6	O=S(=O)(c1ccc2ccccc2c1)N1CCN(C(=S)Nc2ccc(F)cc2)CC1	-3	0.3	-5	6.2	0	-8	-2	0	98	14
7	CCc1nc2c(OCCC3CCCCC3)cccn2c1N(C)C(=O)c1ccccc1F	6	0.3	-15	-1.1	2	-10	-8	-2	96	7
8	COc1ccc(N(C(=O)c2ccco2)C(C(=O)NC2CCCCC2)c2ccccc2)cc1 (stereo unspecified)	-9	0.5	1	1.1	i	-2	6	-4	93	9
9	COc1ccc(S(=O)(=O)N2CCC(C(=O)NC3CCCCC3C)CC2)cc1 (stereo unspecified)	4	0.1	-7	0.0	-8	-2	4	-3	97	13
10	Cc1nnc(NC(=O)c2ccccc2-c2ccccc2C(=O)O)s1	4	-0.1	-3	-1.4	-1	1	1	2	95	6
11	Cc1ccnc(NC(=O)c2ccc(NS(=O)(=O)/C=C/c3ccccc3)cc2)c1	-4	-0.1	-6	1.4	2	-5	-10	0	95	2
12	CCN(c1cccc(C)c1)S(=O)(=O)c1cccc(C(=O)O)c1	2	-0.1	-4	-2.8	2	0	3	2	100	-3
13	O=C(Nc1ccon1)c1ccc(S(=O)(=O)N2CCCCCC2)cc1	19	0.0	x	-0.8	x	2	3	-1	96	2
14	CCSc1ccccc1C(=O)n1nnc2ccccc21	-4	-0.3	-9	-1.2	3	23	3	11	97	4
15	Cc1noc(C)c1CS(=O)(=O)c1ccc([N+](=O)[O-])cc1	-3	1.0	-4	-0.7	-1	1	3	1	102	-2
16	COc1ccccc1NS(=O)(=O)c1ccc(Cl)c(NC(=S)NC(=O)C2CCCC2)c1	6	0.0	-7	-1.7	-8	-5	-6	-4	86	8
17	C=CCNc1nc(Cl)nc(NCc2ccco2)n1	5	0.1	-4	0.0	9	2	3	0	99	1
18	CN1CC[n+]2cnc3ccccc3c21	-3	6.2*	-5	-0.4	14	0	0	1	89	-3

New compounds follow.
item	molecule	PDI turbidity	aDG glyco up	CaV13 ICDI inh	MC4R barr agon	Vif inh
21	Cc1cc2cc(CCNS(C)(=O)=O)c(=O)[nH]c2cc1C	-9	-0.2	x	-0.3	-1
22	COc1ccc(C2C(C(=O)c3cccs3)=C(O)C(=O)N2CCN2CCOCC2)c(OC)c1 (stereo unspecified)	10	-0.1	-4	-0.6	-14
23	CCCCN1C[C@H](C)[C@@H](CC(=O)NC)C1=O	12	-0.1	-9	-0.9	21
24	NC(=O)CC(NC(=O)c1ccccc1)C(=O)O (stereo unspecified)	x	-0.3	x	-2.2	-5
25	Cc1cccc(C)c1NC(=O)c1sccc1SCc1cccc(C(F)(F)F)c1	-4	0.9	-8	2.9	-5
26	CC(C)CCN1CCN(Cc2cnc(-c3ccccc3)s2)CC1CCO (stereo unspecified)	-1	-0.1	-1	-0.2	-5

item	H9c2 protect	HTR2A ag	N-glyco inh	ABCB6 inh 2	MC4R antag cAMP
21	7	3	0	106	4
22	5	-5	2	101	0
23	-4	6	0	100	-1
24	-1	1	-1	98	5
25	-18	1	-4	90	13
26	0	-4	-1	99	12
